Source: PubChem BioAssay
RGS4 block = inhibitors of human RGS4; HEK293 M3R/RGS4 inducible, Fluo-4 calcium flux; active compounds read high; triggered by carbachol at its EC20; B-score at 10 µM; AID 463165; P49798; 0.45% of 310,000 active;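 active means B-score, a plate-corrected calcium signal, over three deviations above library mean, with baseline fluorescence within five deviations of library mean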;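 further: RGS4 expression induced by doxycycline in cells with stable M3 receptor; B-score is computed from the integrated fluorescence ratio over baseline after carbachol; higher B-score means a larger calcium signal and so more RGS4 inhibition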
Target sequence (P49798 whole entry, looked up): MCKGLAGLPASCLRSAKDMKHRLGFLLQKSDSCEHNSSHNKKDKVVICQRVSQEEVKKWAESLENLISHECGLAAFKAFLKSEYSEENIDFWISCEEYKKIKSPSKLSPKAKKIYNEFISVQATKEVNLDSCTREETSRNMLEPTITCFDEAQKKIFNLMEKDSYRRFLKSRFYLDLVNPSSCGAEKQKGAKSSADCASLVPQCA
TRPC6 act = activators of mouse TRPC6 channel; 0.13% of 310,000 active; Q61143; AID 2550; B-score at 10 µM; HEK293-TRPC6 membrane potential dye fluorescence; active compounds read high;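 active means B-score of the integrated fluorescence ratio above library mean plus 3 SD, and starting fluorescence ratio within library mean plus 5 SD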;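 further: higher score means more depolarization so channel activation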
RGS4 pot = RGS4 potentiation or activation | HEK293 M3R/inducible RGS4, carbachol calcium flux Fluo4; active compounds read low | B-score at 10 µM | 0.92% of 310,000 active | AID 463111;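 active means B-score of the integrated calcium signal more than 4 SD below the library mean, with starting fluorescence not abnormally high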;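 further: negative B-score means reduced calcium response which marks RGS4 activation or potentiation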
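System: HEK293 FlpIn-TREx cells, stable M3R, doxycycline-inducible RGS4. Timing: overnight RGS4 induction, 30 min dye load 37 °C, 20 min compound RT. Also added: carbachol, ECmax concentration. Measured by: Fluo4 fluorescence kinetic imaging of calcium. Evaluation: integrated calcium ratio converted to B score.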
MrgX1 antag = antagonists of human MrgX1 receptor; Q96LB2; MRGX1-HEK293 calcium flux, Fluo-4, BAM8-22 antagonism; active compounds read low; B-score at 10 µM; 1.3% of 310,000 active;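 active means calcium-response B-score plate-corrected more than 3 library SD below zero, starting fluorescence within 5 deviations, no agonist response on first addition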;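 further: peak minus trough fluorescence over baseline after final BAM8-22 challenge near maximal dose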
Target sequence (Q96LB2 whole entry, looked up): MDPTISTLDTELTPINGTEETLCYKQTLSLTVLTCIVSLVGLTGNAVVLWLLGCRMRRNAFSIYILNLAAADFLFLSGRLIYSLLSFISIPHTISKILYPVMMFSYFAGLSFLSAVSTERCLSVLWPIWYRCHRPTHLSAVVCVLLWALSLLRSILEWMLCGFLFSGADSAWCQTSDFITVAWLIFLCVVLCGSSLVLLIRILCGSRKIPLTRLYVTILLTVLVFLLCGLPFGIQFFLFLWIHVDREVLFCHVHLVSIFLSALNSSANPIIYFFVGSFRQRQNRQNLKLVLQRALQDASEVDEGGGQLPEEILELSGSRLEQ
MrgX1 allo act = allosterically activates human MrgX1 receptor signaling | B-score at 10 µM | MrgX1-HEK293, Fluo-4 calcium flux, FDSS; active compounds read high | AID 588675 | Q96LB2 | 0.63% of 310,000 active;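 active means plate-corrected calcium response at least 3 library SD above typical, normal starting fluorescence, not activating the receptor alone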;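 further: compound read alongside a low EC10 to EC30 dose of BAM8-22 agonist; peak minus trough fluorescence over baseline measured at the second addition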
MrgX1 agonist = activates human MrgX1 receptor signaling; Q96LB2; 0.44% of 310,000 active; B-score at 10 µM; MrgX1-HEK293 cells, Fluo-4 calcium fluorescence, agonist mode; active compounds read high;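 active means calcium response B-score plate-corrected fluorescence ratio at least 3 library SD, with starting fluorescence B-score inside 5 SD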
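Test system: Stable human MrgX1 HEK293 cell line | Schedule: Overnight plating before 1 h dye loading | Read-out basis: Baseline-normalised fluorescence change ratio, B-scored | Detection: Kinetic calcium dye fluorescence, Fluo-4 NW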
TRPC6 inh = mouse TRPC6 channel inhibition | Q61143 | HEK293-TRPC6, membrane potential dye, ACh-evoked depolarization; active compounds read low | 1.1% of 310,000 active | B-score at 10 µM | AID 2553;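 active means B-score under library mean minus 3 SD, initial fluorescence not abnormally high, positive integrated signal ratio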;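 further: B-score derived from integrated fluorescence ratio over the kinetic read; more negative B-score means stronger inhibition of depolarization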
SKKanGAS inh = SKKanGAS growth inhibition; S. pyogenes SKKanGAS, kanamycin growth, BacTiter-Glo, 6 h; inhibition, % at 7.5 µM; AID 1662; 1.3% of 300,000 active;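 active means mean replicate score, as percent of positive control median, at least 50; inconclusive means mean below 50 but one replicate at or above 50; inactive means mean and every replicate below 50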;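 further: strain carries kanamycin resistance gene driven by streptokinase promoter and grows in 40 µg/ml kanamycin; loss of luminescence reflects streptokinase promoter inhibition or plain growth inhibition; 0% = median of DMSO wells and 100% = positive control at its reference dose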
HIF act = HIF pathway transcriptional activation. AID 1910. U2OS HRE-luciferase reporter, luminescence; normalized: DMSO 0%, desferrioxamine 100%. 0.32% of 300,000 active. activation, % at 7.5 µM (by protocol);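 active means mean activation of at least 10% of the iron chelator positive control signal, with at least half of replicates also reaching 10%; inconclusive means mean and replicate majority disagree about reaching 10%; inactive means mean and most replicates under 10%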
TRPC4 block = TRPC4 (mouse) channel inhibition. HEK293 TRPC4beta/mu-opioid, DAMGO-evoked Fluo4 calcium flux; active compounds read low. AID 2247. 0.39% of 300,000 active. Q9QUQ5. B-score at 10 µM;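 active means B-score over 3 SD under the library average, no early fluorescence shift, positive overall ratio signal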
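Assay system: HEK293 cells with stable TRPC4beta plus mu-opioid receptor expression; Probe or stimulus: DAMGO in two steps, submaximal then maximal; Dosing: single-point compound dosing; Measured by: Fluo4 calcium-dye fluorescence, kinetic read; Read-out basis: B score from integrated Fluo4 fluorescence ratio.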
Platelet DG rel = platelet dense granule release activity; AID 1663; inhibition, %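 (compounds screened at 7.5 µM in platelet-rich plasma)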; 0.22% of 300,000 active; human platelet-rich plasma, SFLLRN dense granule ATP release, luminescence;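 active means mean replicate score, as percent of positive control, at or above 50; inconclusive means mean below 50 but at least one replicate at or above 50; inactive means mean and every replicate below 50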
The depositor's hits bear a star; i = inactive; ? = inconclusive; · = no result given. Compounds as they come, and some 6.1% of all compounds hit somewhere here.

SMILES | RGS4 block | TRPC6 act | RGS4 pot | MrgX1 antag | MrgX1 allo act | MrgX1 agonist | TRPC6 inh | SKKanGAS inh | HIF act | TRPC4 block | Platelet DG rel
O=C(Nc1ccncc1)Nc1ccc(F)cc1 | i | i | i | i | i | i | i | -4 | 0.2 | i | 4
CC1(C)CC(=O)C2=C(C1)OC(N)=C(C#N)C21C(=O)N2CCCc3cccc1c32 (centres undefined) | i | i | i | i | i | i | i | -3 | -0.3 | i | 2
O=C(Nc1ccc(N2CCOCC2)c(Cl)c1)c1ccc(S(=O)(=O)N2CCOCC2)cc1 | i | i | i | i | i | i | i | 2 | -0.4 | i | -15
CCCN(CCC)S(=O)(=O)c1ccc(Cl)c([N+](=O)[O-])c1 | i | i | i | i | i | i | i | -6 | -0.2 | i | 0
CSc1nc2ccccc2c(=O)n1N | i | i | i | i | i | i | i | -9 | -0.5 | i | -8
COc1ccc(C(=O)Nc2ccc(NC(=O)c3cccs3)cn2)cc1 | i | i | i | i | i | i | i | 0 | 0.9 | i | 14
CN(Cc1ccc(-n2cccn2)cc1)Cc1nc(-c2cnccn2)no1 | i | i | i | i | i | i | i | -2 | 0.5 | i | -16
COc1cccc(NC(=O)CNC(=O)c2ccc(F)cc2)c1 | · | · | · | i | i | i | · | -5 | -0.1 | · | 9
CN1CCOC(=O)/C1=N/Nc1cc(Cl)ccc1Cl | i | i | i | i | i | i | i | 6 | 1.0 | i | -1
COc1ccc(/C=N/n2cnc3c([nH]c4ccccc43)c2=O)cc1CO | i | i | i | i | i | i | i | 4 | 0.7 | i | 6
O=C1C=C(N2CCOCC2)C2(CCCCC2)O1 | i | i | i | i | i | i | i | -11 | -0.1 | i | -2
CCC(c1nnnn1Cc1ccco1)N(Cc1cc2cc(C)cc(C)c2[nH]c1=O)CC1CCCO1 (centres undefined) | 5.8* | i | i | i | i | i | i | -4 | -0.3 | i | 6
COc1cccc(NC(=O)CN(C)C(=O)CN2C(=O)c3ccc([N+](=O)[O-])cc3C2=O)c1 | i | i | i | i | i | i | i | 0 | 0.2 | i | -5
O=C(COC(=O)c1ccc(Cl)c(S(=O)(=O)N2CCCCC2)c1)NCc1ccco1 | i | i | i | i | i | i | i | -14 | 1.4 | i | -4
Cc1c(Cl)cccc1NC(=O)c1ncn[nH]1 | i | i | i | i | i | i | i | -3 | 0.0 | i | -4
O=C(NC(=S)NC1CCS(=O)(=O)C1)c1ccccc1F (centres undefined) | i | i | i | i | i | i | i | 0 | 0.1 | i | -6
Cc1ccccc1-n1c(SC(C)C(=O)N2CCN(C)CC2)nc2ccccc2c1=O (centres undefined) | i | i | i | i | i | i | i | -4 | -0.1 | i | -5
Cc1ccc(C(=O)C(OC(=O)CN2C(=O)c3ccccc3C2=O)c2ccccc2)cc1 (centres undefined) | i | i | i | i | i | i | i | 0 | -0.4 | i | 1
CC(C)[C@H](NC(N)=O)C(=O)Nc1cccc([N+](=O)[O-])c1 | i | i | i | i | i | i | i | -5 | 0.4 | i | 0
O=C(CN1CCOc2ccccc21)NCc1ccc(Cl)cc1 | i | i | i | i | i | i | i | -4 | 0.0 | i | -1
O=C(CSc1nc(-c2ccc(F)cc2)cc(C(F)(F)F)n1)Nc1ccc2c(c1)OCO2 | i | i | i | i | i | i | i | -7 | 0.0 | i | 5
CCNc1nc(Oc2ccc(=O)[nH]n2)nc(N2CCOCC2)n1 | i | i | i | i | i | i | i | 11 | 0.1 | i | 5
Cc1ccc(CN(Cc2cc3cc(C)ccc3[nH]c2=O)C(=O)N2CCOCC2)cc1 | i | i | i | i | i | i | i | 1 | 0.5 | i | -3
CN(C)c1ccc(NC(=O)CC2NCCNC2=O)cc1 (centres undefined) | i | i | i | i | i | i | i | -6 | 0.0 | i | 0
Cc1c(NC(=O)/C(=C/c2cccs2)NC(=O)c2ccccc2)c(=O)n(-c2ccccc2)n1C | i | i | i | i | i | i | i | -7 | 0.0 | i | -10
CCOC(=O)C1CCN(C(=O)CCN2C(=O)C3C4C=CC(C4)C3C2=O)CC1 (centres undefined) | i | i | i | i | i | i | i | -4 | -0.5 | i | -1
Cc1occc1-c1nnc(SCC(=O)c2ccc(Cl)cc2)n1C | i | i | i | i | i | i | i | 1 | 0.4 | i | -2
O=C(NCCCNC(=O)c1ccccn1)c1cccc(F)c1 | i | i | i | i | i | i | i | 0 | -0.3 | i | 0
N#Cc1ccccc1CSc1nc2ccc(NC(=O)c3ccccc3C(=O)O)cc2s1 | i | i | i | i | i | i | i | 0 | 0.5 | i | -7
Cc1cccc(OCC(=O)N2CCN(C(=O)c3cccs3)CC2)c1 | i | i | i | i | i | i | i | 2 | 0.2 | i | ?
CN(CC(=O)Nc1cccc(F)c1)C(=O)c1cc2c(s1)CCCCC2 | i | i | i | i | i | i | i | -1 | 2.1 | i | 2
O=C1CSC(=S)N1/N=C/c1cccnc1 | i | i | i | i | i | i | i | 2 | -0.6 | i | -1
CCOc1ccc(Oc2ccc(S(=O)(=O)N3CCOCC3)cc2NC(=O)C2=COCCO2)cc1 | i | i | i | i | i | i | i | -3 | -0.9 | i | 3
O=C(O)c1cc(S(=O)(=O)NC(CO)C(O)c2ccc([N+](=O)[O-])cc2)ccc1Br (centres undefined) | i | i | i | i | i | i | i | -11 | -0.2 | i | -2
COc1ccc(CN2CN(C(C)C)CSC2=S)cc1 | i | i | i | i | i | i | i | 1 | -0.3 | i | 7
Cc1nc(-c2ccc(S(=O)(=O)Nc3cc(S(=O)(=O)N(C)C)ccc3C)s2)cs1 | i | i | i | i | i | i | i | 8 | 0.0 | i | -1
COc1ccc(CNCCNC(=O)c2nonc2N)cc1OC | i | i | i | i | i | i | i | 3 | -0.1 | i | -2
O=C(CSc1ccccn1)Nc1nc2ccccc2s1 | i | i | i | -7.6* | i | i | i | -3 | 2.1 | i | 0
Cc1ccc(C(=O)Nc2ccc(C(=O)N/N=C/c3cccnc3)cc2)cc1 | i | i | i | i | i | i | i | 4 | 0.1 | i | -6
COc1cc(Nc2nc3ccccc3n3nnnc23)cc(OC)c1OC | i | i | i | i | i | i | i | 1 | 1.3 | i | -6
COc1ccc(-c2noc(N3CCC(C(=O)NCCCN4CCC(C)CC4)CC3)n2)cc1 | i | i | i | i | i | i | i | -1 | 0.8 | i | -1
COc1cc2c(cc1OC)CN(CC(=O)Nc1cccc(C)c1)CC2 | i | i | i | i | i | i | i | -3 | 0.0 | i | -1
S=C(NCCN1CCOCC1)Nc1cccc(Cl)c1 | i | i | i | i | i | i | i | 0 | -0.3 | i | -3
COc1cc2c(cc1OC)CN(C(=O)CSc1nnc3scc(-c4ccccc4)n13)CC2 | i | i | i | i | i | i | i | -5 | 0.0 | i | 0
CCOC(=O)CNC(=O)CNC(=O)c1ccc(OC(C)C)cc1 | i | i | i | i | i | i | i | -2 | 0.1 | i | -6
COc1cc(C(=O)NC2CCCc3c2cnn3-c2ccccc2F)cc(OC)c1OC (centres undefined) | i | i | i | i | i | i | i | 0 | 0.1 | i | 8
Cc1ccc(NC(=O)CSc2ncn(-c3ccccc3)n2)cc1C | i | i | i | i | i | i | i | 4 | 0.2 | i | 12
O=C(CSc1ncnc2ccccc12)Nc1ccc(N2CCOCC2)cc1 | i | i | i | · | · | · | i | 8 | -0.1 | i | 7
COc1ccc(CCC(=O)NCCS(=O)(=O)N2CCN(c3ccc(OC)cc3)CC2)cc1 | i | i | i | i | i | i | i | 0 | -0.3 | i | -12
Cc1cc(C)n(CC(O)COCc2ccccc2)n1 (centres undefined) | i | i | i | i | i | i | i | 5 | -0.5 | i | 18
CCCCn1c(N)c(N(CCOC)C(=O)c2nn(CC)c(=O)c3ccccc23)c(=O)[nH]c1=O | i | i | i | i | i | i | i | 0 | -0.1 | i | -1
COc1cc(C(=O)NNC(=S)NC(=O)c2ccc(F)cc2)cc(OC)c1OC | i | i | i | i | i | i | i | 83* | -0.4 | i | -10
CCOc1ccc(C2c3[nH]c4ccccc4c3CCN2Cc2cccn2-c2ncccn2)cc1 (centres undefined) | i | i | i | i | i | i | i | -2 | 0.4 | i | 6
CCOCC(=O)Nc1nc2ccccc2s1 | i | i | i | i | i | i | i | -10 | 1.2 | i | -9
COc1ccc(/C=C(\NC(=O)c2cccs2)C(=O)NC(C)(C)C)cc1OC | i | i | i | i | i | i | i | 0 | -0.2 | i | 3
CCOC(=O)c1c(NC(=O)CSc2nnc(-c3ccco3)o2)sc(C(C)=O)c1C | i | i | i | i | i | i | i | 17 | 0.8 | i | -12
COc1ccc2c(c1)C1CC(C)(NC(=O)C1S(=O)(=O)c1ccc(F)cc1)O2 (centres undefined) | i | i | i | i | i | i | i | -6 | -21 | i | 11
CC(C)NC(=O)C1CCN(C(=O)N(C)C)CC1 | i | i | i | i | i | i | i | -3 | 0.1 | i | -3
Cc1cc(C(=O)N/N=C/c2ccc(OCc3ccccc3)cc2)c(C)o1 | i | i | i | i | i | i | i | 2 | 1.7 | i | 2
CCN1C(=O)CC(c2ccc(OC(C)C)cc2)C1=O (centres undefined) | i | i | i | i | i | i | i | 0 | -13 | i | -2
Following part:
SMILES | RGS4 block | TRPC6 act | RGS4 pot | MrgX1 antag | MrgX1 allo act | MrgX1 agonist | TRPC6 inh | SKKanGAS inh | HIF act | TRPC4 block | Platelet DG rel
COc1ccc(-n2nc(C(=O)NCC(=O)NC3CCCCCC3)c3ccccc3c2=O)cc1OC | i | i | i | i | i | i | i | 3 | -0.7 | i | 5
COc1cc(Br)cc(CNc2ccc(F)c([N+](=O)[O-])c2)c1O | i | i | i | i | i | i | i | 3 | -0.4 | i | -4
Cc1ccc(NC(=S)NCCc2c[nH]c3ccccc23)c(C)c1 | i | i | i | i | i | i | i | -6 | -0.2 | i | 3
COc1ccc(-c2cc(C(=O)N3CCCC3)no2)cc1OC | i | i | i | i | i | i | i | 29 | 1.3 | i | 2
CC(C)(C)NC(=O)NC(=O)COC(=O)Cn1cnc2ccccc2c1=O | i | i | i | i | i | i | i | 3 | -0.7 | i | 0
